S100A4 inh HTS: inhibitors of S100A4-myosin IIA peptide binding, primary screen, biochemical, fluorescence polarization, TAMRA-MyoIIA peptide. inhibition, % at 10.7 µM. 360,000 compounds, 0.14% hits. AID 652163, 2013;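 active = mean inhibition of at least 70% across replicates, with every replicate also reaching that level; inconclusive = mean inhibition reaches 70% but some replicates fall short; inactive = mean inhibition below 70%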
Target sequence (P26447 whole entry, looked up): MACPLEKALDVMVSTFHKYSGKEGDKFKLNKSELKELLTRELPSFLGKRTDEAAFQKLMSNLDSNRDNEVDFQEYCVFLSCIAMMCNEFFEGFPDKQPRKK
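Test system: S100A4 monomer protein. Medium: HEPES buffer with Ca2+, pH 7.2. Reagent: fluorescent myosin IIA peptide, 5 nM. Compound dosing: single-point compound testing. Timing: 5 min between mix addition and reading. Benchmarks: DMSO neutral and TFP positive wells.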
C2C12 statin: suppressors of statin myotoxicity in C2C12 myotubes, primary screen, cell-based, single point, plate reader; C2C12 myotubes + simvastatin, ATP luminescence, 48 h; scaled: DMSO 0, geranylgeraniol control 100; rescue of ATP level, % at 7.49 µM; 330,000 compounds, 0.78% hits; AID 602340, 2012;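 active = mean ATP rescue above about 67%, or every replicate alone reaching that limit, limit read from the data, passing the limit was not always enough; inconclusive = no clear call, values can overlap the other calls; inactive = mean under the limit and some replicate under it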;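 note: myotubes were challenged with 10 µM simvastatin during compound exposure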
PglD inh: C. jejuni PglD acetyltransferase inhibitors, primary screen, biochemical, DTNB colorimetric, single point. purified PglD enzyme, DTNB colorimetric CoA detection. inhibition, % at 12.5 µM. UDP-N-acetylbacillosamine N-acetyltransferase PglD (Campylobacter jejuni). 360,000 compounds, 0.098% hits; in the data active = inhibition above about 16%, passing the limit was not always enough; inconclusive = no clear call, values can overlap the other calls; note: strong numbers were not always called active
SIRT5 block: SIRT5 desuccinylase inhibitors, primary screen, biochemical, fluorescence imaging, single point, set 5; Purified SirT5, succinyl-peptide AMC, trypsin-coupled fluorescence; inhibition, % at 15 µM; 330,000 compounds, 1.1% hits; AID 652115, 2013; in the data active = inhibition above about 15%; inconclusive = no clear call, values can overlap the other calls
Target sequence (Q9NXA8 whole entry, looked up): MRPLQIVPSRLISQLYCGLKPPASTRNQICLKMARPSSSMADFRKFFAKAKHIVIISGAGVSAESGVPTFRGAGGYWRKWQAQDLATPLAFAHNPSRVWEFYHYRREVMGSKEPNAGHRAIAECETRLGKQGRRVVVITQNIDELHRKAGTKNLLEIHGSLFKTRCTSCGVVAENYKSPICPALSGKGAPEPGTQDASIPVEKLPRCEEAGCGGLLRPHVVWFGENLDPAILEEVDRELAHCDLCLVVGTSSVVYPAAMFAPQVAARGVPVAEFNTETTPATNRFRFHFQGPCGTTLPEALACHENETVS
DENV2 CPE: inhibitors of DENV2 cytopathic effect, primary screen, cell-based, plate reader, single concentration; 350,000 compounds, 1.7% hits; CPE inhibition, % at 9.99 µM; AID 651640, 2012; DENV2-infected cells, cytopathic effect rescue; in the data active = CPE inhibition above about 20%, passing the limit was not always enough; inconclusive = no clear call, values can overlap the other calls; tested in BHK-21 cells;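 note: 0% = median of neutral control wells and 100% = median of positive control wells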
E-sel inducer: E-selectin induction in HUVECs, primary screen, imaging, HUVEC, immunofluorescence imaging, single point; P16581; normalized: neutral wells 0, TNF-alpha wells 100; activation, % at 7.58 µM; 260,000 compounds, 0.37% hits; AID 686992, 2013;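 active = mean E-selectin-positive cell signal at least 10% of the positive control, reached in at least 60% of replicates, without over 20% cell loss; inconclusive = no rule given, readout overlaps actives, possibly toxicity-flagged; inactive = the rest, including those meeting only one limit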;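 note: in these data hits start at about 27%; measured in HUVEC primary endothelial cells; signal is the percent of cells scored E-selectin positive by PE staining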
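Test system – human umbilical vein endothelial cells (HUVEC), E-selectin induction · Input – 3,000 HUVEC seeded per well · Buffer or medium – EGM-2, gelatin · Compound dosing – single-point compound dose · Detection – immunofluorescence imaging · Measure – percent E-selectin-positive cells · Controls – TNF-alpha high, DMSO low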
ERp5 inh: inhibitors of ERp5-driven insulin aggregation, primary screen, biochemical, turbidity, absorbance 650 nm, single point | Protein disulfide-isomerase A6 (Homo sapiens), Q15084 | 90 min | inhibition, % at 9.99 µM | 350,000 compounds, 0.05% hits;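 active = mean replicate inhibition above about 25%, with every replicate also reaching it, limit read from the data, passing the limit was not always enough; inconclusive = only one of those two criteria met; inactive = neither criterion met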
Target sequence (Q15084 whole entry, looked up): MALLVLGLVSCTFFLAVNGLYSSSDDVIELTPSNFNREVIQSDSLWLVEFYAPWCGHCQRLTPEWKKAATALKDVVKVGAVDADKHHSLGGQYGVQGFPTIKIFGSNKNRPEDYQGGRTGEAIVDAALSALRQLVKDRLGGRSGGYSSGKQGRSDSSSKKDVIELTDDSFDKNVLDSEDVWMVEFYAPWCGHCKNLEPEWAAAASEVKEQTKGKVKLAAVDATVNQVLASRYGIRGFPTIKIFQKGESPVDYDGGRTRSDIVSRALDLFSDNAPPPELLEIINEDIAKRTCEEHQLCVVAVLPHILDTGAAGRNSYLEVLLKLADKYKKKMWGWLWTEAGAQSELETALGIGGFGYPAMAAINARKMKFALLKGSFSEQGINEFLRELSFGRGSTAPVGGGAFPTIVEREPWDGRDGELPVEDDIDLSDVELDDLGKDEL
An asterisk follows results filed as active; ? = inconclusive; · = no result given; & = joins results of further samples. Not all compounds are listed. The share of hits here may be higher or lower than overall.

SMILES	S100A4 inh HTS	C2C12 statin	PglD inh	SIRT5 block	DENV2 CPE	E-sel inducer	ERp5 inh
C/C=C/c1ccc([C@H]2[C@@H](CO)N(C(=O)C3CC3)[C@@H]2CNC(=O)NC(C)C)cc1	6.9	·	·	-3.1	-12.5	0.0	-1.0
CCCC(=O)NCC(c1cccs1)S(=O)(=O)c1ccc(Cl)cc1 (centres undefined)	1.9	·	·	-2.9	-1.5	2.3	-2.4
Cc1ccccc1S(=O)(=O)N1CCCCN2[C@H](C1)[C@@H](c1ccc(-c3cccc(F)c3)cc1)[C@@H]2CO	5.6	-16.9	-2.1	6.7	-5.0	0.0	2.1
CCCNC(=O)N1C[C@@H](C)[C@@H](OC)CN(C)C(=O)c2ccc(NS(=O)(=O)CC(F)(F)F)cc2OC[C@@H]1C	·	-4.8	-0.9	2.3	?	-0.1	5.6
O=C(CCC(=O)N1CCOc2ccc(Cl)cc21)NCCCN1CCN(Cc2ccccc2)CC1	-3.4	-2.7	-0.3	-1.3	2.6	-0.3	1.9
COc1ccc(CNC(=O)C(C)N(Cc2ccco2)C(=O)c2snc(C(N)=O)c2N)cc1 (centres undefined)	2.9	13.2	·	-5.3	-7.6	·	2.6
C[C@@H]1CN([C@H](C)CO)C(=O)CCCn2cc(nn2)CO[C@H]1CN(C)S(=O)(=O)c1ccc(Oc2ccccc2)cc1	1.7&-51.8	12.8&45.7	2.2&2.0	-1.2&-1.4	14.5&-1.9	0.2&0.1	1.5&-5.8
Nc1ccn(CC(=O)NCc2ccc3c(c2)OCO3)c(=O)n1	-0.8	6.6	5.2	-4.4	-2.3	-0.2	-7.9
NC(=S)NN=Cc1c[nH]c2nccnc12	16.3	·	·	-3.2	13.4	-0.1	-2.1
N#Cc1cccc(C(=O)OCC(=O)N2CCCc3ccccc32)c1	2.8	-8.9	4.7	2.5	-3.3	0.1	0.6
CO[C@H]1CN(C)C(=O)c2cc(NC(=O)Nc3ccccc3)ccc2OC[C@H](C)NC[C@H]1C	-7.8	9.7	0.1	-3.1	0.3	0.0	4.2
CC(C)CCOc1cccc(OCC(=O)O)c1	1.5	·	·	0.2	-3.1	·	-0.6
COCCNC(=O)C1(C)CCCN(C(=O)c2ccc(C(=O)OC)cc2)C1 (centres undefined)	-3.4	2.6	-5.4	0.4	-3.5	-0.2	3.1
O=C(C[C@H]1CC[C@H]2[C@@H](COC[C@@H](O)CN2Cc2ccc(C(F)(F)F)cc2)O1)NCCc1ccccc1	7.5	13.2	1.2	4.5	-4.5	-0.1	1.2
COc1ccccc1NC(=O)CNC(=O)CC12CC3CC(CC(C3)C1)C2	-3.7	-6.7	5.8	-0.3	-4.0	1.6	4.2
COc1cc(S(=O)(=O)N2CCCC3(CCCCC3)C2)ccc1-n1cnnn1	-0.7	·	·	0.0	0.1	·	-4.3
COc1ccccc1C#Cc1ccc([C@@H]2[C@H](CO)N3CCCCN(C(=O)C4CCCC4)C[C@@H]23)cc1	-0.6	·	4.9	9.8	10.6	·	-1.7
CCC(=O)N1[C@H](CN(CC)C(=O)c2ccccc2)[C@H](c2ccccc2)[C@@H]1CO	2.6	21.5	0.5	7.2	7.4	-0.2	-4.6
COc1cccc(C(=O)NC(C)c2ccc(-c3ccccc3)cc2)c1OC (centres undefined)	-9.3	-1.4	0.3	-0.6	14.5	0.0	-3.1
COC(=O)c1cc2c(c3c4cc(OC)ccc4n(S(C)(=O)=O)c13)C(=O)N(C)C2	3.5	·	·	·	-1.9	1.3	-2.6
C[C@H]1CN([C@@H](C)CO)C(=O)c2cccc(NC(=O)c3cnccn3)c2O[C@@H]1CN(C)Cc1ccc(C(=O)Nc2ccccc2N)cc1	8.7	-58.7	-0.4	2.4	-8.3	0.0	-3.2
O=C(CCC(=O)N1CCN(c2ccccn2)CC1)Nc1nnc(C(F)(F)F)s1	-1.2	-0.6	0.1	-0.9	-0.9	6.2	-2.5
Cn1c(O)c(/C=N/Nc2ccccc2)c(=O)n(C)c1=O	0.6	·	·	-7.2	14.2	·	1.3
O=C(Nc1nc(-c2cccs2)cs1)c1ccco1	7.8	·	·	0.5	-0.9	1.6	-0.7
O=C(Nc1ccon1)c1ccc(F)c(S(=O)(=O)N2CCCCC2)c1	-6.9	-12.9	-0.6	0.3	-7.2	0.0	6.9
O=C(c1ccccc1)C(O)(Cc1ccccc1)c1ccccc1 (centres undefined)	1.0	-6.6	-0.8	-1.6	35.9*	0.1	-6.8
COC(=O)[C@H](Cc1ccccc1)NC(=O)N1CCCCC1	-3.8	8.4	6.4	0.3	1.4	4.5	5.4
COCC(=O)N(C)C[C@@H]1Oc2cc(-c3ccccc3)ccc2S(=O)(=O)N([C@@H](C)CO)C[C@@H]1C	4.1	30.5	0.5	0.7	-5.5	1.8	2.9
COc1ccc(-c2cnc3c(c2)C(=O)N([C@@H](C)CO)C[C@H](C)[C@H](CN(C)S(C)(=O)=O)O3)cc1	11.4	-6.3	0.0	1.1	-3.8	20.3	3.7
CCCCn1c(N)c(N(CCC(C)C)C(=O)C2CC(=O)N(c3cccc(SC)c3)C2)c(=O)[nH]c1=O (centres undefined)	0.9	-9.6	11.0	5.8	-0.5	·	-1.1
CCCc1cc(N2CCC(C(N)=O)CC2)nc(-c2ccccc2)n1	-5.2	·	·	-3.3	-7.3	-2.3	3.4
Cc1cc(C(=O)NNc2ccc(C)c(C)c2)no1	-1.6	·	·	1.2	?	0.3	0.3
CC(=O)c1[nH]c(C)c(C(=O)N2CCCC(Nc3cccc(F)c3)C2)c1C (centres undefined)	-0.4	27.0	2.8	-1.0	10.7	·	12.8
Cc1ccc(-n2c(C)nn(CC3CC3)c2=O)cc1	-1.0	-1.9	7.7	0.0	-0.5	0.1	-1.7
Cc1noc(C)c1NC(=O)Nc1ccc2c(c1)CC(=O)N([C@H](C)CO)C[C@@H](C)[C@@H](CN(C)C(=O)Nc1ccc(F)cc1)O2	8.5	1.9	2.9	-2.7	?	1.4	3.1
Nc1ccc(-c2nc3ccc(N)cc3s2)cc1	-2.1	-101.8	4.0	-116.5	1.1	0.4	?
Cc1noc(C)c1NC(=O)Nc1ccc2c(c1)C(=O)N([C@H](C)CO)C[C@H](C)[C@H](CN(C)C(=O)Nc1c(C)noc1C)OCCCC[C@@H](C)O2	-4.0	·	4.5	-2.2	0.6	0.6	2.8
COc1cccc(-c2ccc([C@H]3[C@@H](CO)N4C(=O)CN(C(=O)c5cccnc5)C[C@@H]34)cc2)c1	-0.1	·	·	1.9	-9.5	1.5	-2.6
CC(C)(O)C#Cc1ccc([C@@H]2[C@H](CO)N3CCCCN(C(=O)c4cccc(F)c4)C[C@@H]23)cc1	4.8	·	0.8	-3.1	-5.2	-0.1	-0.7
N#CC1=C2SCN(Cc3ccco3)CN2C(=O)CC1c1c(F)cccc1Cl (centres undefined)	-2.3	-14.8	2.5	0.4	3.8	·	10.0
CCOc1ccc(CN2CCN(Cc3[nH]c4ccc(OC)cc4c3C)CC2CCO)cc1 (centres undefined)	-5.7	·	·	-6.1	8.5	4.7	-5.1
COc1ccc(CCNC(=O)c2c(Cl)ccc(Cl)c2OC)cc1OC	1.7	7.2	6.7	-4.1	-4.5	-0.1	-1.4
CCN(CC)CCCNC(=O)CN1N=C(c2ccc(OC)cc2)CCC1=O	-5.4	20.4	9.2	-3.1	0.3	0.2	-0.6
O=C(C[C@@H]1CC[C@@H]2[C@H](COC[C@H](O)CN2Cc2cccc(C(F)(F)F)c2)O1)NCCc1ccncc1	13.4	35.2	-3.3	-0.1	-5.2	0.2	1.2
O=C(Nc1ccc2ccccc2c1)C(=O)C1C(=O)Nc2ccccc21 (centres undefined)	1.0	·	·	-9.8	-3.7	-0.2	-1.4
C/C(=N/NC(=O)CN1CCN(Cc2ccccc2Cl)CC1)c1ccco1	0.2	·	-4.1	3.1	0.0	·	-5.5
CC(C)(C)OC(=O)N[C@@H](/C=C/c1ccccc1)C(=O)OC(C)(C)C	-1.1	-13.9	5.1	·	?	-0.7	-3.0
O=C(c1ccc(F)cc1)c1ccc(CN2C(=O)c3ccccc3C2=O)o1	-2.2	·	·	0.8	0.7	·	2.6
COc1cc2cc(CCO)oc(=O)c2cc1OC	14.7	-8.3	1.5	1.1	89.0*	-0.1	-2.7
COCCn1c(N)c(S(=O)(=O)c2cccs2)c2nc3ccccc3nc21	-7.4	37.0	·	-4.5	7.2	·	-5.9

Other compounds
SMILES	S100A4 inh HTS	C2C12 statin	PglD inh	SIRT5 block	DENV2 CPE	E-sel inducer	ERp5 inh
O=C(c1cccc(Cl)c1)N1CCN(S(=O)(=O)c2ccc(Cl)s2)CC1	-1.4	0.8	-3.2	6.5	?	-0.4	3.4
CC1CC(C)CN(C(=O)c2ccc(CSc3nc4ccncc4[nH]3)cc2)C1 (centres undefined)	-1.1	-1.8	-2.2	0.7	19.5	-0.6	3.6
Cc1nn(Cc2ccc(F)cc2)c(C)c1NC(=O)c1noc2c1CCc1ccccc1-2	1.8	27.8	5.2	1.7	8.2	0.1	0.2
C[C@@H]1CCCCO[C@@H](CN(C)C(=O)Nc2ccc(C(F)(F)F)cc2)[C@H](C)CN([C@H](C)CO)C(=O)c2cc(NS(=O)(=O)c3ccccc3)ccc2O1	-55.4	·	1.0	2.6	38.4*	0.0	-1.9
Cc1noc(C)c1S(=O)(=O)N(CC(=O)N1CCc2ccccc21)c1ccc(C(C)C)cc1	1.9	-1.3	-3.8	·	?	·	-1.6
CC(C)CN1CCN(Cc2cccc3ncccc23)CC1CCO (centres undefined)	42.7	·	·	2.8	0.3	0.3	0.6
O=c1[nH]ncc(NCc2ccc(Cl)cc2)c1Cl	-1.7	·	·	0.1	-0.8	·	-7.1
CCOC(=O)C1CCN(C(=O)c2sc3ncn(CC(=O)N4CCCCC4)c(=O)c3c2C)CC1	2.8	5.1	1.6	·	19.9	0.0	-1.3
Cc1noc(C)c1NC(=O)N(C)C[C@H]1Oc2ccc(NS(=O)(=O)c3ccc(F)cc3)cc2C(=O)N([C@H](C)CO)C[C@H]1C	-1.4	-15.2	-0.9	-0.4	4.9	0.8	0.3
Cc1ccc(C)c(S(=O)(=O)N2CCN(C(=O)c3cccn3C)CC2)c1	5.7	3.9	0.8	-2.8	-3.1	·	0.9

Marked active in DENV2 CPE, among the entries above:
| compound | S100A4 inh HTS | PglD inh | SIRT5 block | DENV2 CPE | ERp5 inh |
| --- | --- | --- | --- | --- | --- |
| O=C(c1ccccc1)C(O)(Cc1ccccc1)c1ccccc1 (centres undefined) | 1.0 | -0.8 | -1.6 | 35.9* | -6.8 |
| COc1cc2cc(CCO)oc(=O)c2cc1OC | 14.7 | 1.5 | 1.1 | 89.0* | -2.7 |
| C[C@@H]1CCCCO[C@@H](CN(C)C(=O)Nc2ccc(C(F)(F)F)cc2)[C@H](C)CN([C@H](C)CO)C(=O)c2cc(NS(=O)(=O)c3ccccc3)ccc2O1 | -55.4 | 1.0 | 2.6 | 38.4* | -1.9 |

Quoted from the listing:
For SIRT5 block, O=c1[nH]ncc(NCc2ccc(Cl)cc2)c1Cl shows 0.1
For ERp5 inh, C[C@@H]1CCCCO[C@@H](CN(C)C(=O)Nc2ccc(C(F)(F)F)cc2)[C@H](C)CN([C@H](C)CO)C(=O)c2cc(NS(=O)(=O)c3ccccc3)ccc2O1 shows -1.9
For DENV2 CPE, Cc1ccc(C)c(S(=O)(=O)N2CCN(C(=O)c3cccn3C)CC2)c1 shows -3.1
For C2C12 statin, O=C(c1cccc(Cl)c1)N1CCN(S(=O)(=O)c2ccc(Cl)s2)CC1 shows 0.8
